Assay outcomes: PubChem, several laboratories
Yfh1-off respiration: enhancers of respiration in Yfh1-depleted yeast, dose response, Friedreich's ataxia, plus single-dose screen (AID 1465); 220,000 compounds, 0.074% hits; fold induction at 50 µM; hits with a dose series show EC50 in µM; S. cerevisiae Yfh1-off respiration, WST-1 reduction, 72 h; higher fold induction means a stronger effect;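 active = fold induction of absorbance versus untreated yeast above a set limit, then at least 30% activation at any dose in follow-up; inconclusive = repeats straddling the limit, or above it without dose testing; inactive = fold induction below the set limit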;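 note: activators that raise dye reduction in frataxin-depleted yeast; strong numbers were not always called active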
GPR55 activation: selective activators of receptor GPR55 – imaging, U2OS cells, beta-arrestin-GFP redistribution, primary screen (AID 1961). U2OS GPR55 beta-arrestin-GFP redistribution imaging; higher % means a stronger effect. one-dose activation, % at 10 µM; EC50 in µM for titrated hits. 290,000 compounds, 0.048% hits;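 active = activation above 40% with more than 50 cells counted in the well; inconclusive = wells holding fewer than 50 cells, flagged as toxic or sparse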;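 note: U2OS osteosarcoma cells stably expressing GPR55 and beta-arrestin-GFP; plate controls were DMSO negative control for no effect and LPI positive control for full effect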
GPR35 arrestin U2OS: GPR35 antagonists blocking zaprinast-driven arrestin recruitment, primary screen, imaging, U2OS, beta-arrestin-GFP, zaprinast agonist (AID 2058); one-dose inhibition, % at 10 µM; IC50 in µM for titrated hits; 290,000 compounds, 0.052% hits; U2OS GPR35 beta-arrestin-GFP translocation imaging, zaprinast antagonism; higher % means a stronger effect;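 active = inhibition of at least 50% with at least 30 cells and total cytoplasm GFP at most 10,000,000; inconclusive = under 30 cells or total GFP of 10,000,000 plus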
GPR55 antagonists: GPR55 antagonists blocking LPI-driven arrestin recruitment, primary screen, imaging, U2OS, beta-arrestin-GFP, LPI agonist (AID 2013). 290,000 compounds, 0.13% hits. U2OS GPR55 beta-arrestin-GFP translocation imaging, LPI antagonism; higher % means a stronger effect. inhibition, % at 10 µM, or IC50 in µM where a hit was titrated;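 active = spots per cell inhibited over 60%, with over 100 cells counted and total cytoplasm intensity under 500,000; inconclusive = wells with under 100 cells, flagged as likely toxic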;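 note: U2OS cells stably carrying GPR55 and arrestin-GFP stimulated by 5 µM LPI near EC80; imaged beta-arrestin-GFP aggregate spots per cell after agonist stimulation; plate controls were LPI-stimulated DMSO wells for no effect and DMSO wells without LPI for full effect; some results filed as inactive read as strong as hits; confirmed hits need IC50 under 10 µM and bright autofluorescent wells are also inconclusive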
NTR1 ag: NTR1-driven beta-arrestin-GFP spot formation – imaging, U2OS cells, high content, primary screen (AID 493036); activation, % at 20 µM; agonist mode; 330,000 compounds, 0.17% hits;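 active = activation at or above 40% of the spot to cytoplasm intensity ratio, with at least 20 cells analyzed; inconclusive = wells under 20 cells, flagged as cytotoxic or low count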;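 note: 0% = DMSO without peptide and 100% = 100 nM NTR1 peptide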
Target sequence (P30989 whole entry, looked up): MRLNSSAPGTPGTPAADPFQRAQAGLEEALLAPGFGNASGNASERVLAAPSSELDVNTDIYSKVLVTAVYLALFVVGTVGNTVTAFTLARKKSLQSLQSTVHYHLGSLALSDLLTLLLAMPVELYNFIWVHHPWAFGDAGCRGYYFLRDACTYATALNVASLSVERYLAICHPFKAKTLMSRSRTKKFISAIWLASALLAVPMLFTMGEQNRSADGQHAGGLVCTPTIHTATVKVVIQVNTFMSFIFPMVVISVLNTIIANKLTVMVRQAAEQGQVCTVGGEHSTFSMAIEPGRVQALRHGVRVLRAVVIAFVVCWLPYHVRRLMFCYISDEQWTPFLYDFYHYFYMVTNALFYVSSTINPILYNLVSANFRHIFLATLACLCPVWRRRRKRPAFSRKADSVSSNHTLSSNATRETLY
AID2073: inhibitors of Mint1-CaV2.2 protein interaction, biochemical, HTRF (AID 2073); 290,000 compounds, 0.19% hits; HTRF protein-protein interaction, Mint1-CaV2.2; higher % means a stronger effect; one-dose inhibition, % at 20 µM; IC50 in µM for titrated hits; in the data active = inhibition mostly above about 51%, no sharp cut-off; inconclusive = no clear call, values can overlap the other calls; inactive = mostly below about 53%; note: some results filed as inactive read as strong as hits
Large T inhibition: SV40 large T antigen inhibitors, biochemical (AID 1903). 310,000 compounds, 0.39% hits. inhibition, % at 20 µM; hits with a dose series show IC50 in µM. SV40 large T antigen ATPase/helicase inhibition assay; higher % means a stronger effect; in the data active = a potency from the dose series; inconclusive = inhibition mostly from about 32% at the one dose, without a potency; inactive = the rest, 99 in 100 with inhibition below about 32%; note: strong numbers were not always called active
MgcRacGAP inhibition: MgcRacGAP GTPase-activating activity inhibitors, confirmation, biochemical, ADP Hunter fluorescence; MgcRacGAP-stimulated Rac1 GTP hydrolysis, ADP Hunter fluorescence; higher % means a stronger effect; GST-tagged Rac1 F28L mutant substrate; inhibition, % at 30 µM, or IC50 in µM where a hit was titrated; 340,000 compounds, 0.6% hits;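 active = first-screen hits whose inhibition reached a set limit at any dose in the follow-up dose series; inconclusive = inhibition above the set first-screen limit but never retested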;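 note: fluorescence reports GDP produced by GAP-driven GTP hydrolysis; strong numbers were not always called active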
Dengue-2 NS5 capping: Dengue-2 NS5 methyltransferase inhibitors, primary screen, biochemical, confirmation dose response (AID 588689) | inhibition, % at 25 µM; hits with a dose series show IC50 in µM | Dengue-2 NS5 methyltransferase capping enzyme assay, biochemical; higher % means a stronger effect | 340,000 compounds, 0.3% hits; in the data active = a potency from the dose series; inconclusive = inhibition above about 29% without an active follow-up result
NTR1 ag cell count 20 µM: further read-out of NTR1 ag, marked with its call; cell count; measured here: cell count, cytotoxicity flag
Dengue-2 NS5 capping pilot replicate: also measured in Dengue-2 NS5 capping; calls as there; inhibition, %; measured here: pilot screen replicate inhibition
Numbers without * were called inactive; i = inactive; ? = inconclusive; . = not tested or not shown. Only part of the results is shown; the hit share may differ from the screen's.

SMILES	Yfh1-off respiration	GPR55 activation	GPR35 arrestin U2OS	GPR55 antagonists	NTR1 ag	NTR1 ag cell count 20 µM	AID2073	Large T inhibition	MgcRacGAP inhibition	Dengue-2 NS5 capping	others
CN1C(=O)C(C2c3ccccc3C(=O)N2Cc2ccccc2)C(=O)N(C)C1=O (stereo not given)	i	-0.1%	8%	-4%	1.7	33	3%	2%	12%	-12%
CCCCC(=O)N/N=C/c1c(O)n(CCc2ccccc2)c(=O)[nH]c1=O	.	-0.3%	2%	-7%	1.9	38	4%	7%	.	.
FC(F)(F)c1ccc2c(c1)NP(=S)(N1CCOCC1)c1nccn1-2 (stereo not given)	i	-0.2%	-6%	6%	-0.9	45	-3%	9%	3%	-2%
c1ccc2c(CCNC3=NCCC3)c[nH]c2c1	.	0.2%	-13%	0%	0.2	58	13%	2%	3%	-2%
CC1(C)CC(=O)C(C=NCCN2CCN(C(=O)Cc3ccccc3)CC2)=C(O)C1	i	0.1%	-1%	4%	-0.3	68	0%	10%	2%	-9%
Cc1cccc(C)c1NC(=O)c1cccn(Cc2ccc3c(c2)OC(F)(F)O3)c1=O	i	-0.3%	-2%	-8%	22	75	5%	-1%	5%	-4%	Dengue-2 NS5 capping pilot replicate=0.6
COc1cc(C)c(CNCCc2c[nH]c3ccccc23)cc1C	.	-0.1%	-2%	16%	3.1	41	11%	7%	23%	-4%
CC(C)OC(=O)Nc1ccc(N=C(N)N[N+](=O)[O-])cc1	i	-0.3%	3%	2%	-0.2	48	-4%	0%	8%	2%
O=C(Nc1ccncc1)c1cccn(Cc2ccccc2)c1=O	i	-0.5%	-6%	-14%	3.8	43	7%	15%	12%	0%
CCCCCn1c(N)c(C(=O)NCCN2CCOCC2)c2nc3ccccc3nc21	i	1.2%	-11%	1%	8.4	68	19%	3%	13%	-10%
CC(C)n1c(=O)c(C=Nc2cccc([N+](=O)[O-])c2)c(O)n(CCc2ccccc2)c1=O	i	0.3%	0%	14%	-0.3	79	6%	17%	-4%	.
COc1cc2c(cc1O)[C@@H]1Cc3ccc(OC)c(O)c3CN1CC2	.	.	.	.	0.8	72	.	30%	15%	4%
Cc1cc(C=C2C(=O)N(C)C(=S)N(C)C2=O)c(C)n1-c1cccnc1	i	0.1%	-8%	13%	-1.3	30	4%	28%	26%	3%
CC1(C)CC(N(CCc2ccccc2)Cc2ccccc2)CCO1 (stereo not given)	i	-0.1%	7%	1%	2.7	55	12%	11%	6%	-1%
CCOP(=O)(Cc1ccccc1)OCC	.	.	.	.	-6.0	52	.	18%	1%	-1%

Quoted at random: five compounds from above
SMILES	Yfh1-off respiration	GPR55 activation	GPR35 arrestin U2OS	GPR55 antagonists	NTR1 ag	NTR1 ag cell count 20 µM	AID2073	Large T inhibition	MgcRacGAP inhibition	Dengue-2 NS5 capping	others
CC(C)n1c(=O)c(C=Nc2cccc([N+](=O)[O-])c2)c(O)n(CCc2ccccc2)c1=O	i	0.3%	0%	14%	-0.3	79	6%	17%	-4%	.
FC(F)(F)c1ccc2c(c1)NP(=S)(N1CCOCC1)c1nccn1-2 (stereo not given)	i	-0.2%	-6%	6%	-0.9	45	-3%	9%	3%	-2%
Cc1cc(C=C2C(=O)N(C)C(=S)N(C)C2=O)c(C)n1-c1cccnc1	i	0.1%	-8%	13%	-1.3	30	4%	28%	26%	3%
COc1cc(C)c(CNCCc2c[nH]c3ccccc23)cc1C	.	-0.1%	-2%	16%	3.1	41	11%	7%	23%	-4%
COc1cc2c(cc1O)[C@@H]1Cc3ccc(OC)c(O)c3CN1CC2	.	.	.	.	0.8	72	.	30%	15%	4%

Of the compounds above, 3 contain an NH in an aromatic ring:
SMILES	Yfh1-off respiration	GPR55 activation	GPR35 arrestin U2OS	GPR55 antagonists	NTR1 ag	NTR1 ag cell count 20 µM	AID2073	Large T inhibition	MgcRacGAP inhibition	Dengue-2 NS5 capping	others
CCCCC(=O)N/N=C/c1c(O)n(CCc2ccccc2)c(=O)[nH]c1=O	.	-0.3%	2%	-7%	1.9	38	4%	7%	.	.
c1ccc2c(CCNC3=NCCC3)c[nH]c2c1	.	0.2%	-13%	0%	0.2	58	13%	2%	3%	-2%
COc1cc(C)c(CNCCc2c[nH]c3ccccc23)cc1C	.	-0.1%	-2%	16%	3.1	41	11%	7%	23%	-4%

(further entries)
SMILES	Yfh1-off respiration	GPR55 activation	GPR35 arrestin U2OS	GPR55 antagonists	NTR1 ag	NTR1 ag cell count 20 µM	AID2073	Large T inhibition	MgcRacGAP inhibition	Dengue-2 NS5 capping	others
Cc1ccc(Cl)cc1-n1c(O)c(C=NCCCN2CCOCC2)c(=O)[nH]c1=O	i	-0.3%	-7%	4%	4.6	66	3%	-8%	3%	-7%
CCOc1c(P(=S)(N(C)C)N(C)C)c(C)nn1-c1ccccc1	i	-0.2%	1%	4%	2.0	44	?	-1%	0%	3%
O=C(Cc1ccccc1)N1CCN(C2CCCCCC2)CC1	i	-0.1%	20%	2%	0.9	83	4%	-1%	28%	5%
O=C(NC1CN2CCC1CC2)c1cccc(Cl)c1 (stereo not given)	.	-0.1%	-4%	16%	-0.6	37	-4%	7%	6%	5%
Cc1cc(OCc2cc(C(=O)O)oc2C)c2c3c(c(=O)oc2c1)CCCC3	i	0.3%	1%	3%	1.1	86	10%	25%	12%	16%
O=C(CNC(=O)OCc1ccccc1)NCC(=O)Nc1ccc(Br)cc1C(=O)c1ccccc1	i	0.1%	-3%	-3%	4.0	67	0%	7%	3%	-1%
CN1C[C@H](CO)C[C@@H]2c3cccc4[nH]cc(c34)C[C@H]21	.	-0.1%	6%	-13%	-2.0	49	41%	-3%	2%	-5%
O=C1CN=C(c2cc([N+](=O)[O-])ccc2Cl)c2cc([N+](=O)[O-])ccc2N1	.	.	.	.	2.2	49	.	2%	6%	-2%
O=C(Cn1c2c(c(-c3ccccc3Cl)cc1=O)CCC2)N1CCC2(CC1)OCCO2	i	-0.1%	2%	14%	-0.8	38	-3%	7%	22%	0%
Cc1cc(/C=C2\C(=O)NC(=O)N(c3ccccc3F)C2=O)c(C)n1-c1cc(C(=O)O)cc(C(=O)O)c1	.	-0.2%	-6%	-6%	0.0	53	28%	18%	54%	64µM*
CN1C(=O)C(=Cc2ccc(OCCN(C)c3ccccn3)cc2)C(=O)N(C)C1=O	i	0.2%	-2%	-5%	0.4	32	3%	24%	-4%	-16%
COc1ccccc1N1C(=O)NC(=O)C(CCc2ccncc2)(CCc2ccncc2)C1=O	i	0.0%	-3%	2%	-0.2	47	-8%	?	-2%	1%
CCOC(=O)c1c(C)n(CCOC)c2ccc(O)cc12	i	-0.2%	9%	7%	0.6	61	-1%	19%	13%	7%
CC(C)CN(C(=O)CN1CC=C(c2ccccc2)CC1)c1c(N)n(CC(C)C)c(=O)[nH]c1=O	i	-0.1%	-10%	4%	-1.5	36	-13%	21%	-17%	-15%
O=C1NC(=O)N(Cc2ccco2)C(=O)/C1=C\c1ccc(-c2ccc(F)cc2)o1	i	-0.1%	21%	4%	23	62	45%	36%	.	.
CCOC(=O)c1ccccc1NC(=O)c1c(O)[nH]c(=O)[nH]c1=O	i	.	.	.	1.0	92	.	7%	2%	-1%
CCCCn1c(N)c(C(=O)OCC2CCCO2)c2nc3ccccc3nc21 (stereo not given)	i	-0.1%	17%	7%	8.2	67	31%	-12%	5%	-6%
Cc1ccc(CN2CCSc3ccc(C(=O)N4CCC5(CC4)OCCO5)cc32)cc1	.	-0.1%	-4%	1%	4.8	60	28%	17%	12%	-1%
FC(F)(F)Oc1ccc(C2NCc3ccccc3-n3cccc32)cc1 (stereo not given)	.	-0.1%	-5%	19%	5.0	98	10%	4%	6%	-5%
O=C(c1cccnc1)C1CCCN(Cc2nc(-c3cnccn3)no2)C1 (stereo not given)	i	-0.1%	7%	1%	-1.1	54	-2%	12%	6%	-3%
O=C1NC(=O)N(Cc2ccccc2)C(=O)/C1=C\N1CCCc2ccccc21	i	-0.1%	-4%	4%	-1.7	38	-5%	4%	11%	-66%
CC(C)OC(=O)c1c(N)n(Cc2ccco2)c2nc3ccccc3nc12	i	.	.	.	-0.2	41	.	11%	-4%	-1%
CCOP(=S)(NN(Cc1ccccc1)C(=O)c1ccccc1)OCC	i	0.6%	0%	6%	0.6	67	-6%	5%	5%	-6%
CCN(CC)CCOC(=O)c1cc2cc(COC)ccc2o1	i	0.3%	-3%	2%	-0.7	41	-1%	1%	10%	-17%
CC(C)n1c(O)c(C=NCc2ccccc2)c(=O)[nH]c1=S	i	-0.1%	-4%	6%	0.0	49	1%	11%	9%	2%
Cc1ccc(C2CN(C)CC2C(=O)c2ccc(F)cc2)cc1 (stereo not given)	.	0.0%	-8%	10%	-1.7	68	0%	19%	4%	-1%
CCC12CN3CC(CC)(CN(C1)C3c1cccnc1)C2=O (stereo not given)	i	0.1%	-7%	21%	0.1	50	6%	9%	8%	-5%
COc1cc2c(cc1OC)CN(c1ccc([N+](=O)[O-])c(C(F)(F)F)c1)CC2	i	0.3%	-2%	20%	20	64	-38%	3%	13%	-12%
COc1ccc(/C=C/C2=CCN(C)CC2)cc1	i	0.4%	-2%	8%	0.0	30	-2%	2%	8%	-4%
C=CCN1C(=O)NC(=O)/C(=C\c2ccc(-c3ccccc3[N+](=O)[O-])o2)C1=O	i	-0.1%	-8%	8%	15	91	33%	?	-5%	25µM*
CC(C)C(=O)Nc1ccc(N2CCN(C)CC2)c(F)c1	i	0.2%	-14%	-12%	0.3	96	-1%	-7%	6%	1%
